# ANO1 block: inhibitors of mouse TMEM16A calcium-activated chloride channel; AID 588511; Q8BHY3; HEK293 TMEM16A/YFP iodide influx fluorescence, ionomycin; normalized B-score (activity score, 25-100; higher = stronger inhibition) at 10 µM; actives 1.2% (n = 310,000);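 active means ratio plate-corrected score three or more library SD toward inhibition, starting fluorescence score within five deviations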;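 further: score derived from kinetic fluorescence span divided by baseline fluorescence per well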
# SKKanGAS inh: inhibitors of SKKanGAS S. pyogenes growth in kanamycin (SK-promoter or general growth effect) | BacTiter-Glo, 6 h | inhibition, % at 7.5 µM | actives 1.3% (n = 300,000) | AID 1662;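 active means mean replicate score, as percent of positive control median, at least 50; inconclusive means mean below 50 but one replicate at or above 50; inactive means mean and every replicate below 50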;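 further: strain carries kanamycin resistance gene driven by streptokinase promoter and grows in 40 µg/ml kanamycin; loss of luminescence reflects streptokinase promoter inhibition or plain growth inhibition; 0% = median of DMSO wells and 100% = positive control at its reference dose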
# HDAC3 inh: inhibitors of human histone deacetylase 3 | actives 0.15% (n = 320,000) | inhibition, % at 8.3 µM | recombinant HDAC3, fluorogenic peptide/trypsin coupled, fluorescence; in the data active means inhibition above about 26%, passing the limit was not always enough; inconclusive means no clear call, values can overlap the other calls
# MrgX1 antag: antagonists of human MrgX1 receptor. Q96LB2. MRGX1-HEK293 calcium flux, Fluo-4, BAM8-22 antagonism; active compounds read low. B-score at 10 µM. actives 1.3% (n = 310,000). AID 588676;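 active means calcium-response B-score plate-corrected more than 3 library SD below zero, starting fluorescence within 5 deviations, no agonist response on first addition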;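 further: peak minus trough fluorescence over baseline after final BAM8-22 challenge near maximal dose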
# TMEM16A act: activates or potentiates the mouse TMEM16A chloride channel. B-score at 10 µM. HEK293 TMEM16A/YFP-H148Q/I152L, iodide quench fluorescence; active compounds read low. actives 0.3% (n = 340,000). Q8BHY3;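 active means fluorescence-ratio B-score plate-corrected deviation score at least 3 library SD below zero, with starting fluorescence score within 5 deviations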;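 further: channel opened by trigger with iodide after compound preincubation; score built on the fluorescence ratio of max minus min over baseline; more negative score means more quench and so TMEM16A activation or potentiation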
# MrgX1 allo act: human MrgX1 positive allosteric modulation, primary screen; Q96LB2; MrgX1-HEK293, Fluo-4 calcium flux, FDSS; active compounds read high; B-score at 10 µM; actives 0.63% (n = 310,000); AID 588675;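 active means plate-corrected calcium response at least 3 library SD above typical, normal starting fluorescence, not activating the receptor alone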;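 further: compound read alongside a low EC10 to EC30 dose of BAM8-22 agonist; peak minus trough fluorescence over baseline measured at the second addition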
# MrgX1 ag: human MrgX1 receptor agonism, primary screen; MrgX1-HEK293 cells, Fluo-4 calcium fluorescence, agonist mode; active compounds read high; actives 0.44% (n = 310,000); AID 588627; B-score at 10 µM;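 active means calcium response B-score plate-corrected fluorescence ratio at least 3 library SD, with starting fluorescence B-score inside 5 SD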
#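 Material – MrgX1-expressing HEK293 cells · Input – 15,000 cells seeded per well · Dosing – compound as first of three additions · Times – overnight seeding, then 1 h dark dye loading · Measured by – kinetic Fluo-4 NW fluorescence of intracellular calcium · Read-out – B-scored fluorescence response ratio · Benchmarks – positive and negative control wells on each plate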
# RGS4 pot: potentiators or activators of RGS4; HEK293 M3R/inducible RGS4, carbachol calcium flux Fluo4; active compounds read low; B-score at 10 µM; AID 463111; actives 0.92% (n = 310,000);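 active means B-score of the integrated calcium signal more than 4 SD below the library mean, with starting fluorescence not abnormally high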;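 further: negative B-score means reduced calcium response which marks RGS4 activation or potentiation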
#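 Material: Inducible-RGS4 HEK293 cells carrying M3 receptor; also added: carbachol at ECmax as muscarinic agonist stimulus; incubation: compound preincubation 20 min at room temperature before agonist; signal: Fluo4-AM (2 µM) calcium-flux fluorescence, kinetic read; measure: integrated calcium ratio converted to B score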
# RGS4 block: inhibitors of human RGS4. P49798. HEK293 M3R/RGS4 inducible, Fluo-4 calcium flux; active compounds read high; triggered by carbachol at its EC20. B-score at 10 µM. actives 0.45% (n = 310,000). AID 463165;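 active means B-score, a plate-corrected calcium signal, over three deviations above library mean, with baseline fluorescence within five deviations of library mean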;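 further: RGS4 expression induced by doxycycline in cells with stable M3 receptor; B-score is computed from the integrated fluorescence ratio over baseline after carbachol; higher B-score means a larger calcium signal and so more RGS4 inhibition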
# Target sequence (P49798 whole entry, looked up): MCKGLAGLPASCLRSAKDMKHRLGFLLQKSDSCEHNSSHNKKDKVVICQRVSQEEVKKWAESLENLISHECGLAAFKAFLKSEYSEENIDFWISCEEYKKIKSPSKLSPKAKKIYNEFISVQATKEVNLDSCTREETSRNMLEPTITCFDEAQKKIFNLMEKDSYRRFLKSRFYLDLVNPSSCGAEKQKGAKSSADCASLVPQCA
# TRPC6 inhibitor: mouse TRPC6 channel inhibition | Q61143 | HEK293-TRPC6, membrane potential dye, ACh-evoked depolarization; active compounds read low | B-score at 10 µM | actives 1.1% (n = 310,000);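 active means B-score under library mean minus 3 SD, initial fluorescence not abnormally high, positive integrated signal ratio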;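 further: B-score derived from integrated fluorescence ratio over the kinetic read; more negative B-score means stronger inhibition of depolarization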
# Target sequence (Q61143 whole entry, looked up): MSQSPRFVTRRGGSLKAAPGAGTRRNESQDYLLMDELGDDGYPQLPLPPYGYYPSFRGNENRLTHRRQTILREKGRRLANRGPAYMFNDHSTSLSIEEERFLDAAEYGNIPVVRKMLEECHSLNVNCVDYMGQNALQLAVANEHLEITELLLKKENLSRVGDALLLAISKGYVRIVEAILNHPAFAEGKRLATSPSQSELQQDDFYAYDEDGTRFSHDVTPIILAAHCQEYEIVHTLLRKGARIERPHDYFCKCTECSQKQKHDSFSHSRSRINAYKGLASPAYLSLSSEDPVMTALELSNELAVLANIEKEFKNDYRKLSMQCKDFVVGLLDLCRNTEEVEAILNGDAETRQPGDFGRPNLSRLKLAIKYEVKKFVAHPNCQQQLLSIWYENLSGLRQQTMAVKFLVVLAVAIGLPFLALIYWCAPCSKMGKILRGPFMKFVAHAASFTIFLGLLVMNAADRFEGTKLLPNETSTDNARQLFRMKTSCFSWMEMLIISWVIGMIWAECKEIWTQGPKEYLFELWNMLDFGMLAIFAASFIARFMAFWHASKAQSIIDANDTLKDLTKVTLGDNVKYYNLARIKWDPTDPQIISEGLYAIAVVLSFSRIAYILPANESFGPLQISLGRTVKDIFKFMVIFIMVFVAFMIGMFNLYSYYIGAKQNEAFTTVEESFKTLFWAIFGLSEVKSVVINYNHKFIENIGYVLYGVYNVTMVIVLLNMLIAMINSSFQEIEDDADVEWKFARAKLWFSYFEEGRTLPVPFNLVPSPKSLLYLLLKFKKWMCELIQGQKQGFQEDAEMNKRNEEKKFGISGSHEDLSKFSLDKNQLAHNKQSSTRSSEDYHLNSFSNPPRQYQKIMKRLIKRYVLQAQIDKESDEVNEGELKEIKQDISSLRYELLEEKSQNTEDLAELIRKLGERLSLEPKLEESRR
# TRPC6 act: mouse TRPC6 channel activation; HEK293-TRPC6 membrane potential dye fluorescence; active compounds read high; B-score at 10 µM; actives 0.13% (n = 310,000);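 active means B-score of the integrated fluorescence ratio above library mean plus 3 SD, and starting fluorescence ratio within library mean plus 5 SD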;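 further: higher score means more depolarization so channel activation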
# Active calls of the source: *; i = inactive; ? = inconclusive; nt = not tested or not shown.
SMILES	MrgX1 ag	RGS4 pot	TRPC6 act	RGS4 block	SKKanGAS inh	TRPC6 inhibitor	TMEM16A act	MrgX1 antag	ANO1 block	MrgX1 allo act	HDAC3 inh
CCN(CC(=O)Nc1cc(S(=O)(=O)N2CCCCC2)ccc1Cl)Cc1ccccc1	i	i	i	i	13	i	i	i	i	i	6
CCN(CC)CCn1c(/N=C/c2ccc(OC)c(OC)c2)nc2ccccc21	i	i	i	i	1	i	i	i	i	i	2
CCC1COC(c2cccn2Cc2ccc(Cl)cc2)=N1 (centres undefined)	i	i	i	i	9	i	i	i	i	i	4
CCOC(=O)c1cccc(NC(=O)C(C)N2C(=O)c3ccccc3C2=O)c1 (centres undefined)	i	i	i	i	-1	i	i	i	i	i	-4
CCOC(=O)C1=C(O)C(=O)N(c2ccc(S(N)(=O)=O)cc2)C1c1cccc([N+](=O)[O-])c1 (centres undefined)	i	i	i	i	-8	i	i	i	i	i	6
O=C(CNc1cccc(S(=O)(=O)N2CCCC2)c1)Nc1cccc(Br)c1	i	i	i	i	-18	i	i	i	25*	i	3
C/C(=N\NC(=S)Nc1cccc(C)c1)c1ccco1	i	i	i	i	38	i	i	i	i	i	7
O=C(COC(=O)c1sc2ccccc2c1Cl)NCC1CCCCC1	i	i	i	i	3	i	i	i	i	i	-6
COc1ccc(-c2cc3cc(OC)c(OC)cc3c(C)n2)cc1C	i	i	i	i	-5	i	i	i	i	i	-2
CCOC(=O)C1CCCN(C(=O)c2cn(CC)c3ccc(S(=O)(=O)N4CCCC4)cc3c2=O)C1 (centres undefined)	i	nt	nt	nt	nt	nt	i	i	i	i	10
CC1(C)Cc2c(sc(N)c2C#N)C(C)(C)N1	i	i	i	i	-3	i	i	i	i	i	6
Cc1cc(=O)[nH]c(N/N=C/c2ccc(OC(=O)c3cccnc3)cc2)n1	i	i	i	i	13	i	i	i	i	i	3
Cc1ccc(S(=O)(=O)CCC(=O)N(CCCN2CCOCC2)c2nc3ccccc3s2)cc1	i	i	i	i	0	i	i	i	i	i	0
O=C(N/C(=C\c1ccc(Br)cc1)C(=O)N1CCOCC1)c1ccccc1Cl	i	i	i	i	-5	i	i	i	i	i	-5
Cn1cc([N+](=O)[O-])c(C(=O)Nc2ccn(Cc3c(F)c(F)cc(F)c3F)n2)n1	i	i	i	i	2	i	i	i	i	i	-4
O=C(Nc1ccc([N+](=O)[O-])cc1)N1CCCCC1	i	i	i	i	-1	i	i	i	i	i	3
Cc1cc(Oc2ccccc2)nc(OCC#N)n1	i	i	i	i	-4	i	i	i	i	i	nt
C=CCN(C(=O)Nc1ccc(F)cc1)C1CC(=O)N(c2ccc(OC)cc2)C1=O (centres undefined)	i	nt	nt	nt	nt	nt	i	i	i	i	-1
COc1ccc(Nc2cc(C)nc(NCc3ccccc3)n2)cc1	i	i	i	i	7	i	i	i	i	i	nt
Cc1ccc2nc(NCCCO)nc(-c3ccccc3)c2c1	i	i	i	i	2	i	i	i	i	11*	?
O=C(OCC(=O)N1CCCC1)c1cc(Cl)ccc1Cl	i	i	i	i	1	i	i	i	i	i	1
O=C(NC1CCCC1)c1ccc(COCC(F)(F)F)o1	i	i	i	i	0	i	i	i	i	i	-1
O=C(N[C@@H](Cc1ccccc1)C(=O)N[C@@H](Cc1ccccc1)C(=O)O)OCc1ccccc1	i	i	i	i	5	i	i	i	i	i	-2
CNC(=O)COC(=O)/C=C/c1cn(-c2ccccc2)nc1-c1ccc(C)o1	i	i	i	i	-1	i	i	i	i	i	-2
Cc1ccccc1NC(=O)Cc1ccccc1	i	i	i	i	-2	i	i	i	i	i	-5
CCC(C)(C)NC(=O)c1cc(S(=O)(=O)N2CCc3ccccc32)cn1C	i	i	i	i	-4	i	i	i	i	i	nt
COc1ccc2nc(NCCCO)[nH]c2c1	i	i	i	i	-6	i	i	i	i	i	0
O=C(O)c1ccc(NC(=O)c2ccc3c(c2)C(=O)N(CC2CCCO2)C3=O)cc1 (centres undefined)	i	i	i	i	18	i	i	i	i	i	2
CC(C)Cc1nc2sc3c(c2c(=O)n1N)CC(C)(C)OC3	i	i	i	i	-3	i	i	i	i	i	-2
COc1ccc(-n2c(O)c(Cc3ccccc3)c(=O)n3nc(-c4ccccc4)c(=O)cc23)cc1	i	i	i	i	11	i	i	i	i	i	3
COc1ccccc1C(=O)NC(CCSC)C(=O)OCC(=O)c1ccc[nH]1 (centres undefined)	i	i	i	i	-3	i	i	i	i	i	nt
O=C1CCCC2=C1C(c1ccccc1)n1c(s/c(=C/c3cccc(F)c3)c1=O)=N2 (centres undefined)	i	i	i	i	12	i	i	i	i	i	-1
COc1cccc(NC(=O)c2nc3nc(C)cc(C(F)F)n3n2)c1	i	i	i	i	-4	i	i	i	i	i	-3
COC(=O)c1sc(C(F)(F)F)c(-c2ccccc2)c1S(=O)(=O)N(C)C	i	i	i	i	2	i	i	i	i	i	3
O=S(=O)(NC1CCCC1)c1ccc(S(=O)(=O)N2CCN(c3ccccc3)CC2)cc1	i	i	i	i	-15	i	i	i	i	i	-2
Cc1ccc(NC(=O)COC(=O)Cn2nc(C)c([N+](=O)[O-])c2C)c([N+](=O)[O-])c1	i	i	i	i	-5	i	i	i	i	i	?
Cc1ccsc1/C=N/NC(=O)Cc1ccc(Cl)cc1	i	i	i	i	-10	i	i	i	i	i	-4
COc1ccc(/C=N/NC(=O)CCn2cnc(-c3ccccc3)c2-c2ccccc2)cc1	i	i	i	i	105*	i	i	i	i	i	19
CC(=O)Nc1ccc(S(=O)(=O)N2CCC(N3CCCC3)CC2)cc1	i	i	i	i	-2	i	i	i	i	i	-7
Cc1nnsc1C(=O)NC1CCCc2c1cnn2-c1ccc(F)cc1F (centres undefined)	i	i	i	i	4	i	i	i	i	i	-2
COc1cc(O)c(C(CCN2CCCC(C)C2)c2cc(OC)c(OC)c(OC)c2)c(OC)c1 (centres undefined)	i	i	i	i	1	i	i	i	i	i	-6
O=C(NCc1ccncc1)NC1CCCCC1	i	i	i	i	6	i	i	i	i	i	2
COc1ccccc1C(=O)N1CCN(c2nc3cc(C)c(C)cc3cc2C#N)CC1	i	i	i	i	-1	i	i	i	i	i	-2
Cc1ccc(C)c(OCc2cc(C(=O)N3C[C@@H](C)O[C@@H](C)C3)no2)c1	i	i	i	i	4	i	i	i	i	i	-2
COc1ccc(CN2CCC(n3nccc3NC(=O)C3CC3)CC2)c(Cl)c1OC	i	i	i	i	-1	i	i	i	i	i	5
Cc1ccccc1S(=O)(=O)Cc1ccc(C(=O)NCc2cccs2)o1	i	i	i	i	-23	i	i	i	i	i	5
CCn1nc(NS(=O)(=O)c2ccccc2)c2cc3ccccc3nc21	i	i	i	i	6	i	i	i	i	i	-1
CC(C)Sc1nnc(-c2ccc(S(=O)(=O)N3CCOCC3)cc2)n1C	i	i	i	i	-6	i	i	i	i	i	-1
COc1ccc(N(CC(=O)NCCc2ccccc2)C(=O)c2csnn2)cc1	i	i	i	i	-1	i	i	i	i	i	-5
Cc1cc(C(=O)O)cc(S(=O)(=O)N2CCOCC2)c1C	i	i	i	i	-3	i	i	i	i	i	nt
COc1ccc(NC(=O)N2CCCC(c3nc(-c4ccc(OC)cc4)no3)C2)cc1 (centres undefined)	i	i	i	i	-24	i	i	i	i	i	0
CC(C)CC(NC(=O)OC(C)(C)C)c1cn([C@@H](Cc2ccc(O)cc2)C(=O)N2CCN(C(=O)OC(C)(C)C)CC2)nn1 (some centres undefined)	i	i	i	i	0	i	i	i	i	i	9
O=c1c2cccnc2[nH]c(=S)n1CCCN1CCN(c2ccc(F)cc2)CC1	i	i	i	i	-9	i	i	i	i	i	-3
Cc1ccc(C(=O)/C=C/NNC(=O)c2ccccc2O)cc1	i	i	i	i	5	i	i	i	i	i	5
CCCCNS(=O)(=O)c1ccc2nc(-c3cccs3)cc(C(=O)NCC(OC)OC)c2c1	i	i	i	i	3	i	nt	i	i	i	0
CC(=O)c1ccc2c(c1)c1ccccc1n2CC(C)C	i	i	i	i	-2	i	i	i	i	i	-15
NNc1nc2c(-c3cccc(C(F)(F)F)c3)nnn2c2ccccc12	i	i	i	i	15	i	i	i	i	i	-4
CC(C)C(=O)N1CCN(c2nc(-c3ccc(Cl)cc3)cs2)CC1	i	i	i	5.5*	-7	i	i	i	25*	i	1
CCS(=O)(=O)N1N=C(c2cccc(NS(C)(=O)=O)c2)CC1c1ccc(C)cc1 (centres undefined)	i	i	i	i	1	i	i	i	i	i	3
Cc1cc(C(=O)N2CCN(C(=O)c3ccco3)CC2)ccc1[N+](=O)[O-]	i	i	i	i	-3	i	i	i	i	i	-5

# Continuation.
SMILES	MrgX1 ag	RGS4 pot	TRPC6 act	RGS4 block	SKKanGAS inh	TRPC6 inhibitor	TMEM16A act	MrgX1 antag	ANO1 block	MrgX1 allo act	HDAC3 inh
O=C(O)c1cnn2c(C(F)F)cc(C3CC3)nc12	i	i	i	i	1	i	i	i	i	i	9
COc1ccccc1OCCSc1nc(C)c(Cc2ccccc2)c(=O)[nH]1	i	i	i	i	2	i	nt	i	i	i	0
Nc1ccc(N2CCOCC2)c2nonc12	i	i	i	i	-3	i	i	i	i	i	3
Cc1nc2ccc(N)cc2s1	i	i	i	i	-2	i	i	-5.6*	i	i	8
COc1ccc(S(=O)(=O)Nc2cccc3ccc(O)cc23)cc1	i	i	i	i	3	i	i	i	i	i	3
COc1ccc(NS(=O)(=O)c2cccc(C(=O)OCC(=O)Nc3cc(C)on3)c2)cc1	i	i	i	i	7	i	i	i	i	i	2
COc1ccc(OC)c(NC(=O)c2ccc(CN3CCc4ccccc4C3)cc2)c1	i	i	i	i	3	i	i	i	i	i	1
COc1ccccc1S(=O)(=O)Cc1ccc(C(=O)NCCCN2CCN(c3ccc(F)cc3)CC2)o1	i	i	i	i	-3	i	i	i	i	i	-6
O=C(Oc1ccc(C(=S)N2CCC(O)CC2)cc1)c1ccc(Cl)cc1	i	i	i	i	-11	i	i	i	i	i	3
CCN(CC1COc2ccccc2O1)C(=S)NCCCN(C)C (centres undefined)	i	i	i	i	-4	i	i	i	i	i	-4
CCCC(=O)N1CCc2[nH]c3ccccc3c2C1	i	i	i	i	8	i	i	i	i	i	-2
